Nrf2 ARE act: activators of Nrf2 (ARE) signaling; AREc32 ARE-luciferase reporter (MCF7-derived line), luminescence, 24 h; Potency, µM (doses to about 46.1 µM), for inactives: at the highest dose activation, usual class: activators; hit rate 0.31% among 410,000; further: potency means the concentration at half of the fitted maximal effect; % of control where 0% means no effect; nearly all actives have a fitted effect of over 65% in size
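Quantitative high-throughput format: AREc32 reporter cells, 1000 per well, received compound by pin transfer and were incubated 24 hr at 37 deg C, 5% CO2, before Steady-Glo luminescence detection.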
EPAC2 ag: activates human EPAC2 exchange factor; EPAC2 activation, biochemical qHTS; response scale: 100% = 6.5 mM cAMP response; hit rate 0.079% among 360,000; AID 720711; Potency, µM (highest dose often 154 µM), inactives show top-dose activation, usual class: activators; further: potency means the concentration at half of the fitted maximal effect; nearly all actives have a fitted effect of over 50% in size
Target sequence (Q8WZA2 whole entry, looked up): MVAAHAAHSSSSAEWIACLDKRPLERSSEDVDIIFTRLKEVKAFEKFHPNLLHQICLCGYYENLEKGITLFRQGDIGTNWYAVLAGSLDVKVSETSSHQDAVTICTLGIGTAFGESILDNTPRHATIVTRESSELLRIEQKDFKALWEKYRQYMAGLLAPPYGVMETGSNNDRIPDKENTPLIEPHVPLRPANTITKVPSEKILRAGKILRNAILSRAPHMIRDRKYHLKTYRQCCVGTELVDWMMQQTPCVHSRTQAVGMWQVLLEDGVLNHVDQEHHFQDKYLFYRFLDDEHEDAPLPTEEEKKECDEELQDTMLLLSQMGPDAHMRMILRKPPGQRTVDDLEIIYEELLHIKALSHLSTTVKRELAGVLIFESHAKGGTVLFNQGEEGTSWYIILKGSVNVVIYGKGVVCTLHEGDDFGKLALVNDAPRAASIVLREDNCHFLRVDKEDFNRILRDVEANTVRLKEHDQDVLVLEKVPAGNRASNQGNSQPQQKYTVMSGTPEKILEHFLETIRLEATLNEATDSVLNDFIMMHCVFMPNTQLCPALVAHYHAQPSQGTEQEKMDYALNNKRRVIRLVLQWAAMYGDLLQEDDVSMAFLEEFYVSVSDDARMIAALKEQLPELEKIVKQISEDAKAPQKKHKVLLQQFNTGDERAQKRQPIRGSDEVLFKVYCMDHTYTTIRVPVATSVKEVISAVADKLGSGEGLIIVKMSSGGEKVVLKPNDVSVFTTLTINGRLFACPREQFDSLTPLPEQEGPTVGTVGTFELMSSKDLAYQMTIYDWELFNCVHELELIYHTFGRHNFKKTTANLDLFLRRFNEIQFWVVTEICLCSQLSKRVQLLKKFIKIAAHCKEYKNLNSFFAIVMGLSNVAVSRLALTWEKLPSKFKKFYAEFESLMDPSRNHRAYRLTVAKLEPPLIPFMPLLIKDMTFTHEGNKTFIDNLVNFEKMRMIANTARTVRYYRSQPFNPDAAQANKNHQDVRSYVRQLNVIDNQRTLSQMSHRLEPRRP
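Guanine nucleotide exchange by EPAC2 is measured as reduced fluorescence of BODIPY-GDP once it is released from 250 nM Rap1B. Plates are read kinetically for 30 min at room temperature; results are scaled to 6.5 mM cAMP.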
EPAC2 antag: blocks human EPAC2 exchange factor; Q8WZA2; EPAC2 GEF exchange of Rap1B-BODIPY-GDP, fluorescence; Potency, µM (highest dose often 114 µM), inactives show at the top dose activity, negative = inhibition, usual class: inhibitors; hit rate 0.18% among 360,000; further: potency means the concentration at half of the fitted maximal effect; on the % scale 0 is the no-effect control and ±100 the full control effect; nearly all actives have a fitted effect of over 45% in size; many of its hits are not listed in these tables
CCT chaperon mod: changes cytosolic chaperonin activity | hit rate 0.3% among 360,000 | activity change, % (no concentration beside the values), hits read low | purified chaperonin ATPase assay, HTRF ADP detection, 30 min | AID 651819; in the data active means activity change below about -30%; further: on the % scale 0 is the no-effect control and ±100 the full control effect
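Nucleotide hydrolysis assay: TRiC at 20–40 nM final (set by batch activity) with 10 uM ATP, 30 min at 37 °C, in presence of 76 uM compound. Detection by competitive ADP HTRF, 30 min ambient.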
A549 viability: kills or reduces viability of A549 cells in Nrf2 counter-screen; AID 504648; A549 ARE-Fluc cells, CellTiter-Fluor viability, 18-24 h; Potency, µM (doses to about 46 µM), inactives show top-dose activity change, negative = cytotoxicity, usual class: inhibitors; hit rate 0.16% among 390,000; further: potency means the concentration at half of the fitted maximal effect; on the % scale 0 is the no-effect control and ±100 the full control effect
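A549 ARE-Fluc cells in 5% FBS OPTI-MEM, 5000 cells/well, rested 2 h then exposed to compounds in concentration-response for 18-24 h at 37 °C. Viability by CellTiter-Fluor fluorescence (Ex 405/Em 525) after 30 min; luciferase luminescence (BugLite, 15 min, RT) read afterwards.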
TGFb SMAD3 inh: blocks TGF-b signaling | HepG2 CAGA-GFP TGF-b/SMAD3 reporter, GFP fluorescence, 18 h; TGF-beta stimulated, 500 pg/mL final | Potency, µM (doses to about 46.1 µM), inactives show at the highest dose activity, negative = inhibition, hits mostly inhibitors | hit rate 1.2% among 410,000 | AID 588855; further: potency means the concentration at half of the fitted maximal effect; on the % scale 0 is the no-effect control and ±100 the full control effect; nearly all actives have a fitted effect of over 65% in size
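Inhibition was scored as loss of TGF-beta-induced (500 pg/mL final, 18 hours, 37 degrees C) GFP in HEPG2 cells carrying a CAGA-GFP reporter, in DMEM with 1% FBS. Well GFP was summed per cell; Activity was normalised to unstimulated and stimulated DMSO wells, then concentration-response fitting.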
Nrf2 inh: inhibitors of Nrf2 signaling; hit rate 2.1% among 360,000; Potency, µM (series often up to 46 µM), without a hit: at the top dose activity change, negative = inhibition, hits mostly inhibitors; A549 ARE-Fluc reporter, luciferase luminescence, 18-24 h; further: potency means the concentration at half of the fitted maximal effect; on the % scale 0 is the no-effect control and ±100 the full control effect; nearly all actives have a fitted effect of over 60% in size
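Two sequential reads on A549 ARE_Fluc cells exposed to compound for 18-24 h: a CellTiter-Fluor fluorescence read for viability, then a luciferase luminescence read for Nrf2/ARE activity.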
pAkt inh: blocks phosphorylation of Akt; Neuro2A IGF-stimulated pAkt S473 HTRF, 20 min; active compounds read low; activity change, % for hits at 50 µM; hit rate 0.32% among 360,000; AID 651550; in the data active means activity change below about -80%; inconclusive means mostly about -51% to -80%; further: on the % scale 0 is the no-effect control and ±100 the full control effect
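Single-point screen (50 µM final compound) in Neuro2A cells stimulated 20 min with 6 nM IGF at 37 deg C. After lysis, Ser473-phosphorylated Akt read by HTRF (ex 330 nm, em 615/665 nm) as the 665/615 ratio.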
MmCpn inh: blocks the Methanococcus maripaludis chaperonin Mm-Cpn; hit rate 0.031% among 330,000; Potency, µM (highest dose often 76.9 µM), for inactives: at the top dose activity, negative = inhibition, actives largely listed as inhibitors; purified Mm-Cpn ATPase, ADP Transcreener TR-FRET; further: potency means the concentration at half of the fitted maximal effect; on the % scale 0 is the no-effect control and ±100 the full control effect; nearly all actives have a fitted effect of over 80% in size
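Quantitative HTS used 25 nM Mm-CPN and 10 uM ATP in magnesium/KCl Tris buffer, pH 7.4, with 1 mM DTT. Hydrolysis ran 30 min at 37°C; ADP was read by HTRF.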
* = called active by the depositor; [ ] = remark or other dose. Unless noted, the call rests on the fitted dose curve; in most records, active means well fitted curve in the direction sought with a large enough effect; inconclusive means small, poorly fitted or top-dose-only effect, or another doubt; inactive means no such curve, though single readings can be large; an effect the other way counts as inactive or inconclusive. The list is partial; the hit share may differ from the screen's.

NC(=O)c1ncn([C@@H]2O[C@H](CNCc3c(OCc4ccccc4F)ccc4ccccc34)[C@@H](O)[C@H]2O)n1 was read as Nrf2 ARE act 0.3%, EPAC2 ag 5.1%, EPAC2 antag 1.2%, CCT chaperon mod -0.6, A549 viability -2.9%, TGFb SMAD3 inh 15.4%, Nrf2 inh -1.6% and pAkt inh inactive.
CCOc1ccc(N(CC(=O)NCC(C)C)S(C)(=O)=O)cc1 was read as Nrf2 ARE act -0.1%, EPAC2 ag -51.9%[inhibitor][15.6 µM], EPAC2 antag 0.0%, CCT chaperon mod 3.8, A549 viability 2.2%, TGFb SMAD3 inh -1.9%, Nrf2 inh 23.3% and MmCpn inh 0.5%.
For Cc1ccc(C)c(S(=O)(=O)Nc2ccc(C(=O)NCCCN3CCCC3=O)cc2)c1 the results were Nrf2 ARE act -0.5%, EPAC2 ag 6.0%, EPAC2 antag 4.6%, CCT chaperon mod 0.8, A549 viability 1.0%, TGFb SMAD3 inh 16.3%, Nrf2 inh 0.2%, pAkt inh inactive and MmCpn inh 1.5%.
Screening COc1ccc(N2CCN(C(=O)COC(=O)CCOc3ccc(C(C)(C)C)cc3)CC2)cc1 returned Nrf2 ARE act 0.3%, EPAC2 ag -6.5%, EPAC2 antag 12.5%, CCT chaperon mod -0.1, A549 viability -1.7%, TGFb SMAD3 inh -2.4%, Nrf2 inh 14.4%, pAkt inh inactive and MmCpn inh 0.1%.
Screening Cc1cc(C)c(S(=O)(=O)Nc2ccc(O)cc2)c(C)c1 returned Nrf2 ARE act 3.7%, EPAC2 ag 2.6%, EPAC2 antag 0.5%, CCT chaperon mod -1.9, A549 viability -16.3%, TGFb SMAD3 inh 4.7%, Nrf2 inh -15.7%, pAkt inh inactive and MmCpn inh -28.8%.
Screening CCOc1cc(/C=C(\CC(=O)O)c2nc3ccccc3s2)ccc1OCC(=O)Nc1cccc(C(F)(F)F)c1 returned Nrf2 ARE act -0.4%, EPAC2 ag -15.9%, EPAC2 antag -2.7%, CCT chaperon mod -1.4, A549 viability -4.2%, TGFb SMAD3 inh -26.1%, Nrf2 inh -11.4% and pAkt inh inactive.
For Cc1nc(-c2cn[nH]c2-c2ccc(O)cc2O)cs1 the results were Nrf2 ARE act 0.6%, EPAC2 ag 9.2%, EPAC2 antag -2.5%, CCT chaperon mod -0.4, A549 viability -1.1%, TGFb SMAD3 inh inconclusive, Nrf2 inh 0.9%, pAkt inh inactive and MmCpn inh 0.7%.
Screening Cc1csc(NC(=O)c2sc3nc(-c4cccs4)ccc3c2N)n1 returned Nrf2 ARE act 4.0%, EPAC2 ag inconclusive, EPAC2 antag 11.3%, CCT chaperon mod -0.2, A549 viability inconclusive, TGFb SMAD3 inh 7.8%, Nrf2 inh inconclusive, pAkt inh inactive and MmCpn inh -19.2%.
`CC(NCc1cc(Br)ccc1OCC(=O)NCc1ccccc1)c1ccccc1` (stereo not given) gave Nrf2 ARE act -1.6%, EPAC2 ag 23.3%, EPAC2 antag -9.7%, CCT chaperon mod -0.8, A549 viability -9.3%, TGFb SMAD3 inh 12.6µM*, Nrf2 inh -16.1%, pAkt inh inactive and MmCpn inh 0.9%.
For CCC(C)NC(=O)c1ccc2c(c1)N=C(C)c1cc(C)ccc1S2 (stereo not given) the results were Nrf2 ARE act 0.0%, A549 viability 5.9%, TGFb SMAD3 inh 7.08µM* and Nrf2 inh -7.9%.
`CN(C)C(CNC(=O)c1cccc(S(=O)(=O)Nc2ccccc2Cl)c1)c1ccccc1` (stereo not given) gave Nrf2 ARE act -0.7%, EPAC2 ag -1.0%, EPAC2 antag -3.4%, CCT chaperon mod 2.8, A549 viability 2.0%, TGFb SMAD3 inh 0.0%, Nrf2 inh -4.8% and pAkt inh inactive.
Screening CCOc1ccc2nc(N3CCC(C(=O)N4CCN(C5CCCCC5)CC4)CC3)sc2c1 returned Nrf2 ARE act 3.8%, EPAC2 ag 12.5%, EPAC2 antag 11.0%, CCT chaperon mod -3.3, A549 viability 5.9%, TGFb SMAD3 inh inconclusive, Nrf2 inh 13.8%, pAkt inh inactive and MmCpn inh -1.6%.
Screening O=C(CCC(=O)c1cccs1)NCc1cccc(C(F)(F)F)c1 returned Nrf2 ARE act 5.7%, EPAC2 ag -4.7%, EPAC2 antag 7.0%, CCT chaperon mod 0.0, A549 viability 15.6%, TGFb SMAD3 inh -5.6%, Nrf2 inh 19.1%, pAkt inh inactive and MmCpn inh -1.0%.
For CN(C)c1ccc(/C=C2\C(=N)N3N=C(CC(=O)N4CCCC4)SC3=NC2=O)cc1Br the results were Nrf2 ARE act -0.6%, EPAC2 ag 4.0%, EPAC2 antag -12.2%, CCT chaperon mod 0.1, A549 viability 5.2%, TGFb SMAD3 inh 0.8%, Nrf2 inh 14.1%, pAkt inh inactive and MmCpn inh 0.3%.
`Cc1cc(C(=O)NNC(=O)C2CCCC2)c(C)o1` gave Nrf2 ARE act 0.0%, EPAC2 ag 4.3%, EPAC2 antag 0.9%, CCT chaperon mod -2.2, A549 viability 6.5%, TGFb SMAD3 inh -4.2%, Nrf2 inh 0.1%, pAkt inh inactive and MmCpn inh 2.9%.
Screening COC(=O)c1nc2nc(C)cc(C(F)(F)F)n2n1 returned Nrf2 ARE act 0.3%, EPAC2 ag 2.9%, EPAC2 antag 5.7%, CCT chaperon mod 0.2, A549 viability -3.8%, TGFb SMAD3 inh 0.0%, Nrf2 inh 3.9%, pAkt inh inactive and MmCpn inh -0.2%.
Screening Clc1ccc(-c2cc(CSc3cccc(Cl)c3)on2)cc1 returned Nrf2 ARE act 2.3%, EPAC2 ag 8.2%, EPAC2 antag -4.4%, CCT chaperon mod 0.0, A549 viability -1.4%, TGFb SMAD3 inh 8.9%, pAkt inh inactive and MmCpn inh -0.6%.
CCCCOC(=O)C1=C(C)NC(=O)NC1c1ccc(N(C)C)cc1 (stereo not given) was read as Nrf2 ARE act 2.0%, EPAC2 ag 0.0%, EPAC2 antag 2.0%, CCT chaperon mod 0.9, A549 viability -7.8%, TGFb SMAD3 inh 19.1%, Nrf2 inh -27.5%, pAkt inh inactive and MmCpn inh -2.4%.
`CN(C)CCNC(=O)/C=N/O` gave Nrf2 ARE act -0.3%, EPAC2 ag 11.3%, EPAC2 antag 1.7%, CCT chaperon mod -3.0, A549 viability -1.7%, TGFb SMAD3 inh -2.8%, Nrf2 inh 5.2%, pAkt inh inactive and MmCpn inh 0.1%.
`COc1ccc(-c2cc3nc(-c4ccccc4)cc(N4CCN(C(C)=O)CC4)n3n2)cc1` gave Nrf2 ARE act -4.0%, EPAC2 ag -3.9%, EPAC2 antag -7.6%, CCT chaperon mod 1.3, TGFb SMAD3 inh 0.4% and pAkt inh inactive.
CC(=O)Nc1cccc(Oc2nc(NCC3CC3)nc3ccsc23)c1 was read as Nrf2 ARE act 0.7%, EPAC2 ag 8.4%, EPAC2 antag -9.5%, CCT chaperon mod 1.4, TGFb SMAD3 inh -14.5% and pAkt inh inactive.
Screening Cc1ccc(NC(=O)C(NS(=O)(=O)c2ccc3c(c2)CCC(=O)N3)c2ccccc2)cc1C (stereo not given) returned Nrf2 ARE act 8.0%, A549 viability 10.8%, TGFb SMAD3 inh inconclusive and Nrf2 inh 3.4%.
Screening CC(C)(C)c1cc(NC(=O)COc2ccc(Br)cc2)n(-c2ccccc2)n1 returned Nrf2 ARE act 0.1%, EPAC2 ag 12.8%, EPAC2 antag -9.0%, CCT chaperon mod -0.7, A549 viability -1.2%, TGFb SMAD3 inh 5.7%, Nrf2 inh -15.4%, pAkt inh inactive and MmCpn inh -0.3%.
Screening O=C(CCS(=O)(=O)c1cccc2nsnc12)NCc1ccccc1Cl returned Nrf2 ARE act -0.1%, EPAC2 ag -1.4%, EPAC2 antag 4.5%, CCT chaperon mod 1.7, A549 viability -8.5%, TGFb SMAD3 inh -3.1%, Nrf2 inh -0.8%, pAkt inh inactive and MmCpn inh -18.2%.
For CC(C)(O)C1Cc2cc(/C=C/C(=O)O)c(O)cc2O1 (stereo not given) the results were Nrf2 ARE act inconclusive, EPAC2 ag -0.1%, EPAC2 antag 11.5%, CCT chaperon mod 0.3, A549 viability -13.3%, TGFb SMAD3 inh 6.3%, Nrf2 inh -2.8%, pAkt inh inactive and MmCpn inh -17.4%.
`O=C(Nc1ccc2c(c1)OCCO2)C1CCCN1C(=O)Nc1ccc(F)cc1` (stereo not given) gave Nrf2 ARE act -0.1%, EPAC2 ag -3.0%, EPAC2 antag 6.5%, CCT chaperon mod 1.1, A549 viability -6.8%, TGFb SMAD3 inh -0.6%, Nrf2 inh 7.1%, pAkt inh inactive and MmCpn inh -2.1%.
OC12CC3C[C@H](C1)C(N1CCOCC1)[C@@H](C3)C2 (stereo not given in full) was read as Nrf2 ARE act -0.1%, EPAC2 ag -5.8%, EPAC2 antag -16.4%, CCT chaperon mod 1.5, A549 viability -1.0%, TGFb SMAD3 inh -2.3%, Nrf2 inh 11.6%, pAkt inh inactive and MmCpn inh 1.5%.
Screening CCn1c(=O)c2c(nc(SCC(=O)N3CCCC(C)C3)n2C)n(C)c1=O (stereo not given) returned Nrf2 ARE act 0.6%, EPAC2 ag 2.0%, EPAC2 antag -6.9%, CCT chaperon mod 2.2, A549 viability -1.5%, TGFb SMAD3 inh 0.8%, Nrf2 inh -1.7%, pAkt inh inactive and MmCpn inh 0.0%.

Source: PubChem BioAssay (National Center for Advancing Translational Sciences (NCATS))
